Compound activity: PubChem BioAssay, several laboratories
HSF-1 act: increases HSF-1 driven luciferase reporter signal; NIH3T3-HGL HSF-1 luciferase reporter, MG132, 8 h; 100% = twice DMSO control signal; activation, % at 9 µM; 300,000 tested, 1.7% active; AID 504408;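 active = mean replicate activation of at least 50% with a set share of replicates each reaching 50%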;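 note: 0% = median of the neutral control wells and 100% = twice that signal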
HDAC3 inh: human HDAC3 inhibition | recombinant HDAC3, fluorogenic peptide/trypsin coupled, fluorescence | 320,000 tested, 0.15% active | inhibition, % at 8.3 µM | O15379; in the data active = inhibition above about 26%, passing the limit was not always enough
Target sequence (O15379 whole entry, looked up): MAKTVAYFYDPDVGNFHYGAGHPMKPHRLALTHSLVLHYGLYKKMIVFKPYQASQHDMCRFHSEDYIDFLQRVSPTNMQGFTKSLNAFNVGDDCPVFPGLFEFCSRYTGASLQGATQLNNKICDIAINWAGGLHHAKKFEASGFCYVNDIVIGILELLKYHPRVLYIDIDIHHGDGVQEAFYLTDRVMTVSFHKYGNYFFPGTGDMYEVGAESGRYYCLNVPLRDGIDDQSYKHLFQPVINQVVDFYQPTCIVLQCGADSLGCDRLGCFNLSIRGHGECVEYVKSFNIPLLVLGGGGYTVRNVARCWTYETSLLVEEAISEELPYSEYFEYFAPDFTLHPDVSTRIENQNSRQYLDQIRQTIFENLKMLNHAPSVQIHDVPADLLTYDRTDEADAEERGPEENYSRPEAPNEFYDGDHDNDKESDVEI
Platelet DG rel: platelet dense granule release activity; human platelet-rich plasma, SFLLRN dense granule ATP release, luminescence; inhibition, %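 (compounds screened at 7.5 µM in platelet-rich plasma)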; 300,000 tested, 0.22% active;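 active = mean replicate score, as percent of positive control, at or above 50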
HIF act: HIF pathway transcriptional activation. U2OS HRE-luciferase reporter, luminescence; normalized: DMSO 0%, desferrioxamine 100%. AID 1910. 300,000 tested, 0.32% active. activation, % at 7.5 µM (by protocol);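 active = mean activation of at least 10% of the iron chelator positive control signal, with at least half of replicates also reaching 10%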
AI-2 QS mod: Vibrio harveyi AI-2 quorum sensing modulation; Vibrio harveyi JMH597 AI-2 luminescence/OD600 ratio, 9 h; active compounds read low; strain lacks LuxN and CqsS sensors; 0 = neutral-control median; 300,000 tested, 0.4% active; activity change, % at 7.5 µM; AID 2094; in the data active = activity change below about -75%, passing the limit was not always enough;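 note: luminescence divided by OD600 gain over 9 h not by final OD600 alone; inactives centre near 13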
HSF1 inhib: HSF1 inhibition; NIH3T3-HGL HSE-luciferase, MG132-induced, luminescence 8 h; active compounds read low; activity change, negative = inhibition, % at 7.5 µM (by protocol); 300,000 tested, 0.77% active; AID 2098;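 active = more than half of replicate wells show activity change below -50%, luminescence cut by over half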;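 note: luciferase reports HSF-1 transcriptional activity via heat shock element; 0% = median of DMSO wells and -100% = zero luminescence signal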
aSyn UTR inh: 5' untranslated region of α-synuclein, MLPCN primary screen; alpha-synuclein 5'UTR reporter, inhibitor activity; inhibition, % (tested at 7.5 µM); 300,000 tested, 0.82% active; in the data active = inhibition above about 60%;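 note: H4 neuroglioblastoma cells stably carrying SNCA 5'UTR luciferase fusion; 0% = DMSO wells and 100% = positive control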
HSP90 inh: blocks HSP90-mediated luciferase refolding in reticulocyte lysate | 290,000 tested, 0.91% active | AID 1789 | Rabbit reticulocyte lysate, luciferase refolding luminescence, 3 h | inhibition, % at 5.6 µM;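 active = inhibition above the screen-wide mean plus 3 SD, computed separately per campaign, cut at about 16% in these data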;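 note: 0% = DMSO wells and 100% = 60 µM geldanamycin wells; inhibitors lower the luminescence because luciferase stays unfolded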
IEC-6 cytotox: kills IEC-6 intestinal cells in KLF5 counter-screen; IEC-6 cytotoxicity, luminescence viability; inhibition, % at 5 µM; 290,000 tested, 0.78% active; AID 1825; in the data active = inhibition above about 22%;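 note: 0% = plate median of test compound wells and 100% = cytotoxic reference compound wells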
KLF5 inh: inhibitors of KLF5 expression | DLD-1 KLF5 promoter-luciferase reporter, luminescence | inhibition, % at 5 µM | 290,000 tested, 0.23% active | AID 1700;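 active = inhibition above a per-plate limit of that plate's mean compound inhibition plus 3 SD, cut at about 60% in these data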;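 note: 0% = DMSO wells and 100% = LY294002 at 200 µM; higher means less KLF5 promoter-driven luciferase light; inactives centre near -14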
* marks the source's active call; other numbers are inactive results.

What do the screens show for `CC(=O)c1cccc(NC(=O)c2cnccn2)c1`?
HSF-1 act: -5.9; HDAC3 inh: 0.8; Platelet DG rel: 0.4; HIF act: -0.6; AI-2 QS mod: 0.9; HSF1 inhib: -0.6; aSyn UTR inh: -3.0; HSP90 inh: 3.7; IEC-6 cytotox: 4.2; KLF5 inh: -15.2

How did CCOCCCNC(=O)/C(C#N)=C/c1ccc(Cl)c([N+](=O)[O-])c1 do in these assays?
HSF-1 act: -16.7; HDAC3 inh: 6.3; Platelet DG rel: 16.4; HIF act: 2.3; AI-2 QS mod: 11.8; HSF1 inhib: 0.7; aSyn UTR inh: -22.5; HSP90 inh: 3.9; IEC-6 cytotox: -4.6; KLF5 inh: 1.9

How did COc1ccc(-c2cc(C(=O)N/N=C/c3cccnc3)c3cc(C)cc(C)c3n2)cc1 do in these assays?
HSF-1 act: 27.8; HDAC3 inh: -6.7; Platelet DG rel: -0.5; HIF act: 2.5; AI-2 QS mod: 11.4; HSF1 inhib: -1.1; aSyn UTR inh: -34.5; HSP90 inh: -2.8; IEC-6 cytotox: 14.2; KLF5 inh: -11.5

How did Cc1nn(-c2ccccc2)c(N2CCCC2)c1/C=N/NC(=S)Nc1ccccc1C(F)(F)F do in these assays?
HSF-1 act: -20.0; HDAC3 inh: -4.9; Platelet DG rel: 6.5; HIF act: -0.7; AI-2 QS mod: 16.2; HSF1 inhib: -12.7; aSyn UTR inh: 10.7; HSP90 inh: -3.4; IEC-6 cytotox: -4.2; KLF5 inh: 15.5

How did Cc1cc(C)n(S(=O)(=O)c2ccc(C)c(C)c2C)n1 do in these assays?
HSF-1 act: 18.8; HDAC3 inh: 0.3; Platelet DG rel: 3.4; HIF act: 0.0; AI-2 QS mod: 15.4; HSF1 inhib: -3.1; aSyn UTR inh: 7.0; HSP90 inh: 0.9; IEC-6 cytotox: 1.2; KLF5 inh: -10.2

How did O=C(COc1cc(Cl)c(Cl)cc1Cl)N1CCN(c2ccccn2)CC1 do in these assays?
HSF-1 act: 31.6; HDAC3 inh: -3.9; Platelet DG rel: -11.7; HIF act: -0.8; AI-2 QS mod: 6.6; HSF1 inhib: 4.3; aSyn UTR inh: 11.6; HSP90 inh: 3.5; IEC-6 cytotox: 6.7; KLF5 inh: 0.0

How did CCCCn1nnc(NC(=O)c2ccc([N+](=O)[O-])cc2Cl)n1 do in these assays?
HSF-1 act: 45.6; HDAC3 inh: 4.2; Platelet DG rel: -8.4; HIF act: 0.1; AI-2 QS mod: 25.4; HSF1 inhib: 29.1; aSyn UTR inh: -8.7; HSP90 inh: 1.9; IEC-6 cytotox: -1.9; KLF5 inh: 5.8

What do the screens show for `CCCCOc1ccc(CC(=O)NCC(=O)O)cc1`?
HSF-1 act: 3.4; HDAC3 inh: 4.8; Platelet DG rel: -4.7; HIF act: -0.2; AI-2 QS mod: 7.4; HSF1 inhib: 1.4; aSyn UTR inh: -2.9; HSP90 inh: -7.0; IEC-6 cytotox: -6.6; KLF5 inh: 4.1

How did CCOc1ccccc1N(CC(=O)NCCSc1ccccn1)S(=O)(=O)c1ccc(C)cc1 do in these assays?
HSF-1 act: 6.9; HDAC3 inh: -3.1; Platelet DG rel: -3.1; HIF act: 0.6; AI-2 QS mod: 24.9; HSF1 inhib: 4.8; aSyn UTR inh: 16.9; HSP90 inh: 3.4; IEC-6 cytotox: -3.1; KLF5 inh: 4.5

What do the screens show for `COc1ccc(NC(=O)c2c(C)nn(-c3ccccc3)c2Cl)cc1`?
HSF-1 act: 14.0; HDAC3 inh: -0.2; Platelet DG rel: -1.0; HIF act: -1.1; AI-2 QS mod: 11.8; HSF1 inhib: 10.4; aSyn UTR inh: -38.7; HSP90 inh: -2.6; IEC-6 cytotox: -2.3; KLF5 inh: -30.4

Results for COC(=O)c1ccccc1OCC(=O)N1CCN(c2ccc(Cl)cc2)CC1 ?
HSF-1 act: 6.2; HDAC3 inh: -2.0; Platelet DG rel: -4.4; HIF act: -0.6; AI-2 QS mod: -0.9; HSF1 inhib: -4.6; aSyn UTR inh: 32.5; HSP90 inh: -0.9; IEC-6 cytotox: -3.4; KLF5 inh: -6.5

How did CCn1cc(C(=O)NP(=O)(Nc2ccc(C)cc2)Nc2ccc(C)cc2)c2ccccc21 do in these assays?
HSF-1 act: 1.6; HDAC3 inh: 5.6; Platelet DG rel: 3.2; HIF act: 0.1; AI-2 QS mod: 13.2; HSF1 inhib: -3.0; aSyn UTR inh: 8.2; HSP90 inh: 0.0; IEC-6 cytotox: -3.4; KLF5 inh: -37.5

How did COc1ccc(NC(=O)c2ccc3c(SCC(=O)O)c4c(nc3c2)CCCC4)c(OC)c1 do in these assays?
HSF-1 act: 10.2; HDAC3 inh: 5.4; Platelet DG rel: 8.4; HIF act: 0.6; AI-2 QS mod: 28.9; HSF1 inhib: 5.9; aSyn UTR inh: 4.2; HSP90 inh: -1.4; IEC-6 cytotox: 0.7; KLF5 inh: 0.3

How did COc1ccc(S(=O)(=O)N2CCC(C(N)=O)(N3CCCCC3)CC2)cc1OC do in these assays?
HSF-1 act: -19.2; HDAC3 inh: -1.8; Platelet DG rel: -28.9; HIF act: -0.1; AI-2 QS mod: 9.7; HSF1 inhib: -4.8; aSyn UTR inh: -4.1; HSP90 inh: -3.6; IEC-6 cytotox: -3.8; KLF5 inh: 8.1

What do the screens show for `Cc1ccc(Nc2ccc([N+](=O)[O-])ccc2=O)cc1`?
HSF-1 act: 14.3; HDAC3 inh: 0.8; Platelet DG rel: 9.6; HIF act: 0.3; AI-2 QS mod: 19.1; HSF1 inhib: 0.7; aSyn UTR inh: -34.0

What do the screens show for `COc1ccccc1CN(C)CC(=O)Nc1cccc2ccccc12`?
HSF-1 act: -3.6; HDAC3 inh: 1.6; Platelet DG rel: 0.7; HIF act: -0.9; HSF1 inhib: -1.1; aSyn UTR inh: 8.4; HSP90 inh: 0.7; IEC-6 cytotox: 1.8; KLF5 inh: -16.7

Results for Cn1c(=O)[nH]c(=O)c2c1nc(CN1CCN(c3ccc(F)cc3)CC1)n2CCc1ccccc1 ?
HSF-1 act: 36.2; HDAC3 inh: -3.7; Platelet DG rel: -5.9; HIF act: -0.9; AI-2 QS mod: 24.7; HSF1 inhib: 4.5; aSyn UTR inh: 5.3; HSP90 inh: -1.2; IEC-6 cytotox: -3.4; KLF5 inh: -24.9

What do the screens show for `CCCCCC(=O)NCC(C)NC(=O)CCCCC` (stereo not drawn)?
HSF-1 act: 2.5; HDAC3 inh: 5.1; Platelet DG rel: 16.1; HIF act: 0.0; AI-2 QS mod: 8.9; HSF1 inhib: -5.4; aSyn UTR inh: 14.7; HSP90 inh: -1.0; IEC-6 cytotox: 11.5; KLF5 inh: -6.9

How did CCc1ccccc1NC(=O)[C@@H]1CCC(=O)N1C1OC(=O)c2ccccc21 (stereo partly drawn) do in these assays?
HSF-1 act: -4.0; HDAC3 inh: 0.8; Platelet DG rel: 1.1; HIF act: 0.3; AI-2 QS mod: 15.5; HSF1 inhib: -4.3; aSyn UTR inh: 8.3; HSP90 inh: 2.1; IEC-6 cytotox: -1.8; KLF5 inh: 6.3

What do the screens show for `COc1cc(Cl)ccc1OCc1cc(C(=O)NC(C)Cc2cccnc2)no1` (stereo not drawn)?
HSF-1 act: 41.4; HDAC3 inh: -6.1; Platelet DG rel: 9.1; HIF act: 2.6; AI-2 QS mod: 29.6; HSF1 inhib: 6.3; aSyn UTR inh: -96.5; HSP90 inh: 0.5; IEC-6 cytotox: -5.8; KLF5 inh: -66.1

What do the screens show for `O=C(O)c1ccc2c(c1)C(=O)N(c1ccccc1-c1ccccc1)C2=O`?
HSF-1 act: -7.8; HDAC3 inh: -1.5; Platelet DG rel: 0.2; HIF act: 0.2; AI-2 QS mod: -3.3; HSF1 inhib: 2.7; aSyn UTR inh: 5.7; HSP90 inh: 3.4; IEC-6 cytotox: -0.8; KLF5 inh: -13.6

How did O=c1c2c(nc3nc(COc4ccccc4)[nH]n13)CCC2 do in these assays?
HSF-1 act: -7.8; HDAC3 inh: 3.1; Platelet DG rel: -3.3; HIF act: -0.2; AI-2 QS mod: 20.0; HSF1 inhib: -0.9; aSyn UTR inh: -8.2; HSP90 inh: 1.1; IEC-6 cytotox: 0.8; KLF5 inh: -12.2

What do the screens show for `O=C(CNC(=O)c1cccc(F)c1)N/N=C/c1cccs1`?
HSF-1 act: 0.3; HDAC3 inh: 2.7; Platelet DG rel: -6.0; HIF act: -0.4; AI-2 QS mod: -33.7; HSF1 inhib: 4.3; aSyn UTR inh: -16.2; HSP90 inh: 1.2; IEC-6 cytotox: 2.6; KLF5 inh: -8.9

How did Cc1noc(C)c1-c1nnc(-c2ccc(OC(F)(F)F)cc2)o1 do in these assays?
HSF-1 act: 21.9; HDAC3 inh: 1.7; Platelet DG rel: -2.3; HIF act: 0.8; AI-2 QS mod: 14.0; HSF1 inhib: 21.4; aSyn UTR inh: -68.9; HSP90 inh: 2.2; IEC-6 cytotox: -0.4; KLF5 inh: -11.8

What do the screens show for `CCC(NC(=O)c1cccc(Cn2cc([N+](=O)[O-])cn2)c1)c1ccc(C(C)C)cc1` (stereo not drawn)?
HSF-1 act: 13.9; HDAC3 inh: -1.5; Platelet DG rel: 15.1; HIF act: -0.2; AI-2 QS mod: 18.6; HSF1 inhib: 7.2; aSyn UTR inh: 37.0; HSP90 inh: 2.8; IEC-6 cytotox: -5.5; KLF5 inh: -2.8

Results for Cc1c(C)c2ccc(O[C@@H]3O[C@H](CO)[C@@H](O)[C@H](O)[C@H]3O)c(C)c2oc1=O ?
HSF-1 act: 6.4; HDAC3 inh: -23.4; Platelet DG rel: 23.2; HIF act: 0.1; AI-2 QS mod: 8.1; HSF1 inhib: 1.1; aSyn UTR inh: -23.9; HSP90 inh: 1.2; IEC-6 cytotox: 2.6; KLF5 inh: -27.6

What do the screens show for `N#Cc1c(N)oc(-c2ccccc2)c1-c1ccccc1`?
HSF-1 act: -14.4; HDAC3 inh: 0.6; Platelet DG rel: 3.6; HIF act: -0.2; AI-2 QS mod: 5.1; HSF1 inhib: -3.5; aSyn UTR inh: 13.5; HSP90 inh: 2.6; IEC-6 cytotox: 6.8; KLF5 inh: -5.3

What do the screens show for `Cc1ccc(O)c(CNc2ccccn2)c1`?
HSF-1 act: 43.2; HDAC3 inh: 0.1; Platelet DG rel: 0.4; HIF act: -11.4; AI-2 QS mod: 22.5; HSF1 inhib: 33.8; aSyn UTR inh: -67.2; HSP90 inh: -2.9; IEC-6 cytotox: -4.4; KLF5 inh: -25.5

How did CCn1c(SCc2nc3scc(-c4ccccc4)c3c(=O)[nH]2)nnc1-c1cccs1 do in these assays?
HSF-1 act: 4.7; HDAC3 inh: 1.8; Platelet DG rel: -10.9; HIF act: -0.5; AI-2 QS mod: 29.2; HSF1 inhib: 1.7; aSyn UTR inh: 2.3; HSP90 inh: -0.1; IEC-6 cytotox: -2.0; KLF5 inh: 0.3

Quoted from above, two compounds:
What do the screens show for `Cc1ccc(O)c(CNc2ccccn2)c1`?
HSF-1 act: 43.2; HDAC3 inh: 0.1; Platelet DG rel: 0.4; HIF act: -11.4; AI-2 QS mod: 22.5; HSF1 inhib: 33.8; aSyn UTR inh: -67.2; HSP90 inh: -2.9; IEC-6 cytotox: -4.4; KLF5 inh: -25.5

How did CCn1c(SCc2nc3scc(-c4ccccc4)c3c(=O)[nH]2)nnc1-c1cccs1 do in these assays?
HSF-1 act: 4.7; HDAC3 inh: 1.8; Platelet DG rel: -10.9; HIF act: -0.5; AI-2 QS mod: 29.2; HSF1 inhib: 1.7; aSyn UTR inh: 2.3; HSP90 inh: -0.1; IEC-6 cytotox: -2.0; KLF5 inh: 0.3
